Screening data from PubChem.
MCF10A rereplic: induces DNA re-replication in MCF 10a normal breast cells; 350,000 compounds, 2.9% hits; Potency, µM (series often up to 46.1 µM), without a hit: at the highest dose activity, positive = re-replication, most hits filed as activators; MCF 10A DNA re-replication, Hoechst nuclear intensity, 48 h; further: % of control where 0% means no effect; nearly all actives have a fitted effect of over 50% in size
EPAC2 antagonist: blocks human EPAC2 exchange factor; Q8WZA2; EPAC2 GEF exchange of Rap1B-BODIPY-GDP, fluorescence; Potency, µM (series often up to 114 µM), for inactives: at the highest dose activity, negative = inhibition, most hits filed as inhibitors; 360,000 compounds, 0.18% hits; AID 720708; further: on the % scale 0 is the no-effect control and ±100 the full control effect; nearly all actives have a fitted effect of over 45% in size; many of its hits are not listed in these tables
Target sequence (Q8WZA2 whole entry, looked up): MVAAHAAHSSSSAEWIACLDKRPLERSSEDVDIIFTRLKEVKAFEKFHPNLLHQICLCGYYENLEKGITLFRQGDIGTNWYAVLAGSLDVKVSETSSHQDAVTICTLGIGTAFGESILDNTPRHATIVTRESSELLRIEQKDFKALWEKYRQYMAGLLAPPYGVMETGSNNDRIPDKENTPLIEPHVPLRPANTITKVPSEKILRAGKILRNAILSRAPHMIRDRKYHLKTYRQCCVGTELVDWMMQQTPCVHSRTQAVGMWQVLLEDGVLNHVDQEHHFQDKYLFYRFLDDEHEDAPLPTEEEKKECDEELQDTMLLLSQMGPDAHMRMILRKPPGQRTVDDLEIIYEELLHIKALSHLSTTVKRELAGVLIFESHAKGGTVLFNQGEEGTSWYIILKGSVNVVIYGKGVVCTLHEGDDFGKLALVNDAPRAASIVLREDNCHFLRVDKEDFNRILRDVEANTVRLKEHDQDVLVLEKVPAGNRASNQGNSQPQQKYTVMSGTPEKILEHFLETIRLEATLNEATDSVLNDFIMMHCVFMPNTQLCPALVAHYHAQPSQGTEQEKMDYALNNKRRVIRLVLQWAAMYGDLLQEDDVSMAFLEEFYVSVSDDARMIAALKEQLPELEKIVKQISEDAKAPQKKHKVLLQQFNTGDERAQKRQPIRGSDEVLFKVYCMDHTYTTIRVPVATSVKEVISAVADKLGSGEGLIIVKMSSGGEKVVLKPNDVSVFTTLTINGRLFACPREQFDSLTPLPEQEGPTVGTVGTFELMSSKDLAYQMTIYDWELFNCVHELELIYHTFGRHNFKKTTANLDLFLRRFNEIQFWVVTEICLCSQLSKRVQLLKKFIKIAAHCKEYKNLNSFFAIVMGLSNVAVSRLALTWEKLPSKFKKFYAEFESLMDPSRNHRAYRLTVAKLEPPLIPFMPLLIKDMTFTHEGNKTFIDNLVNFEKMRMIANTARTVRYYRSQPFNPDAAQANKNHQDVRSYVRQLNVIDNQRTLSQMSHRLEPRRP
ATXN viability: viability counter-screen for ATXN expression inhibitors; Potency, µM (titrated, usually from 56.7 µM), hits mostly cytotoxic; 400,000 compounds, 0.49% hits; S2 cells (HEK-293 line with an ATXN2-luciferase reporter) viability, CellTiter-Fluor protease fluorescence, 24 h; further: nearly all actives have a fitted effect of over 40% in size
Nrf2 inh: inhibitors of Nrf2 signaling. Potency, µM (highest dose often 46 µM), inactives show top-dose activity change, negative = inhibition, hits mostly inhibitors. AID 504444. A549 ARE-Fluc reporter, luciferase luminescence, 18-24 h. 360,000 compounds, 2.1% hits; further: on the % scale 0 is the no-effect control and ±100 the full control effect; nearly all actives have a fitted effect of over 60% in size
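A549 ARE_Fluc cells, 5000/well, 5% FBS OPTI-MEM; compounds in dose-response, 18-24 h at 37 °C/5% CO2; CellTiter-Fluor viability read (Ex 405/Em 525), then BugLite luciferase luminescence = Nrf2 activity.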
TGFb SMAD3 inh: inhibitors of TGF-b signaling. 410,000 compounds, 1.2% hits. HepG2 CAGA-GFP TGF-b/SMAD3 reporter, GFP fluorescence, 18 h; TGF-beta stimulated, 500 pg/mL final. AID 588855. Potency, µM (top dose mostly 46.1 µM), without a hit: at the highest dose activity, negative = inhibition, hits mostly inhibitors; further: on the % scale 0 is the no-effect control and ±100 the full control effect; nearly all actives have a fitted effect of over 65% in size
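HEPG2 CAGA-GFP reporter cells (1000/well, DMEM with 1% FBS) received compounds, then recombinant TGF-beta at 500 pg/mL final for 18 hours at 37 degrees C. Per-cell GFP summed per well was normalised to unstimulated and stimulated DMSO controls before curve fitting.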
Nrf2 ARE act: Nrf2 pathway activation. AREc32 ARE-luciferase reporter (MCF7-derived line), luminescence, 24 h. Potency, µM (top dose mostly 46.1 µM), inactives show at the top dose activation, usual class: activators. 410,000 compounds, 0.31% hits. AID 624171; further: % of control where 0% means no effect; nearly all actives have a fitted effect of over 65% in size
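AREc32 cells carrying an ARE-driven firefly luciferase, 1000 cells/well in OPTI-MEM with 5% FBS, dosed after overnight attachment and incubated 24 hr at 37 deg C. Steady-Glo luminescence read after 30 min at RT.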
A549 viability: A549 cytotoxicity, counter-screen for Nrf2 inhibitors | Potency, µM (titrated, usually from 46 µM), without a hit: at the top dose activity change, negative = cytotoxicity, actives largely listed as inhibitors | A549 ARE-Fluc cells, CellTiter-Fluor viability, 18-24 h | 390,000 compounds, 0.16% hits; further: on the % scale 0 is the no-effect control and ±100 the full control effect
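A549 ARE-Fluc cells in 5% FBS OPTI-MEM, 5000 cells/well, rested 2 h then exposed to compounds in concentration-response for 18-24 h at 37 °C. Viability by CellTiter-Fluor fluorescence (Ex 405/Em 525) after 30 min; luciferase luminescence (BugLite, 15 min, RT) read afterwards.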
ATXN2 expr inh: ATXN2 expression inhibition; AID 1745845; Potency, µM (highest dose often 57 µM), inactives show top-dose activity change, negative = inhibition, most hits filed as inhibitors; 360,000 compounds, 0.72% hits; HEK-293 ATXN2-luciferase reporter, luminescence, 24 h; further: on the % scale 0 is the no-effect control and ±100 the full control effect; nearly all actives have a fitted effect of over 55% in size
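qHTS (up to 57 uM final) was run with 24 h compound exposure of reporter cells at 37 °C. Each well was multiplexed: SteadyGlo luminescence measured ATXN2-luciferase expression after a fluorogenic Gly-Phe-AFC viability readout (25 uM final).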
HepG2 tox: counter-screen for TGF-b inhibitors: cytotoxicity in HepG2 cells | HepG2 CAGA-GFP viability, ATP luminescence, 18 h | Potency, µM (doses to about 46.1 µM), for inactives: top-dose activity change, negative = cytotoxicity, most hits filed as cytotoxic | 410,000 compounds, 0.76% hits; further: some results filed as inactive show a strong effect at the top dose
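CellTiter-Glo luminescence gave cytotoxicity after 18 hours at 37 degrees C. The cells were HepG2 CAGA-GFP in 1% FBS DMEM, stimulated with 500 pg/mL TGF-beta after compound addition. %Activity was normalised to no-cell wells (complete cell-killing) and DMSO (no toxicity), and curves were fitted and classified.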
* hit, by the source's call; & = joins results of further samples; [ ] = remark or other dose. The call rests on the fitted dose curve; in most records, active means well fitted curve in the direction sought with a large enough effect; inconclusive means small, poorly fitted or top-dose-only effect, or another doubt; inactive means no such curve, though single readings can be large; an effect the other way counts as inactive or inconclusive. Potency means the concentration at half of the fitted maximal effect.

`Cc1ccc(Cn2ncc3c(NN)ncnc32)cc1` gave MCF10A rereplic -2%, EPAC2 antagonist 6%, ATXN viability inactive, Nrf2 inh 1%, TGFb SMAD3 inh inconclusive, Nrf2 ARE act -0.2%, A549 viability 0%, ATXN2 expr inh inconclusive and HepG2 tox -54%.
CCNC(=O)CC1C(=O)N(c2ccccc2)C(=O)N1CCc1ccc(OC)cc1 (centres undefined) was read as MCF10A rereplic -5%, EPAC2 antagonist 1%, ATXN viability inactive, Nrf2 inh -10%, TGFb SMAD3 inh -3%, Nrf2 ARE act 0.3%, A549 viability -11%, ATXN2 expr inh -1% and HepG2 tox -19%.
For O=C1CCCC2=C1C(c1ccncc1)c1c(nc(SCc3ccccc3)[nH]c1=O)N2 (centres undefined) the results were MCF10A rereplic 17%, EPAC2 antagonist -20%, ATXN viability inactive, Nrf2 inh 2%, TGFb SMAD3 inh 12%, Nrf2 ARE act -2.8%, A549 viability -12%, ATXN2 expr inh 8% and HepG2 tox 4%.
COc1ccc2c(c1)c(N1CCCC1=O)c(C(=O)Nc1ccc(Cl)cc1C)n2C was read as ATXN viability inactive, Nrf2 inh -29%, TGFb SMAD3 inh 13%, Nrf2 ARE act -0.2%, A549 viability 0%, ATXN2 expr inh -23% and HepG2 tox -9%.
Screening FC(F)(F)c1ccccc1Cc1c(-c2cccc(Br)c2)nc2c3ccccc3ccn12 returned EPAC2 antagonist 5%, ATXN viability inactive, TGFb SMAD3 inh inconclusive, Nrf2 ARE act 13µM*, ATXN2 expr inh 0% and HepG2 tox -27%.
For CCOc1ccc(-c2ccc(NS(=O)(=O)c3ccc(C)cc3)cc2)nn1 the results were ATXN viability inactive, TGFb SMAD3 inh -14%, Nrf2 ARE act 0.8%, A549 viability 4%, ATXN2 expr inh 7% and HepG2 tox -8%.
`Cc1cc(C)c(C)c(S(=O)(=O)NCC(=O)O)c1C` gave MCF10A rereplic -1%, EPAC2 antagonist -4%, ATXN viability inactive, Nrf2 inh -3%, TGFb SMAD3 inh 14%, Nrf2 ARE act -0.3%, A549 viability -7%, ATXN2 expr inh -10% and HepG2 tox 8%.
`CCNC(=S)NNC(=O)C1CCCCC1` gave MCF10A rereplic inconclusive, EPAC2 antagonist -1%, ATXN viability inactive, Nrf2 inh 7%, TGFb SMAD3 inh 16%, Nrf2 ARE act 0.0%, A549 viability 13%, ATXN2 expr inh 2% and HepG2 tox 2%.
`CC(=O)Nc1ccc(N(CC(=O)NC2CCCC2)C(=O)CCC(=O)Nc2cc(C)on2)cc1` gave MCF10A rereplic -8%, EPAC2 antagonist -4%, ATXN viability inactive, Nrf2 inh -24%, TGFb SMAD3 inh 3%, Nrf2 ARE act 0.3%, A549 viability -1%, ATXN2 expr inh 18% and HepG2 tox 11%.
Cc1csc(N/N=C/c2ccccn2)n1 was read as MCF10A rereplic inconclusive, EPAC2 antagonist 1%, Nrf2 inh inconclusive, TGFb SMAD3 inh inconclusive, Nrf2 ARE act 4.2%, A549 viability inconclusive, ATXN2 expr inh 14µM* and HepG2 tox -27%.
Screening Cc1cc(C)n(CC(=O)N/N=C/c2cc([N+](=O)[O-])ccc2O)n1 returned MCF10A rereplic 13%, EPAC2 antagonist 11%, ATXN viability inactive, Nrf2 inh inconclusive, TGFb SMAD3 inh -11%, Nrf2 ARE act 0.0%, A549 viability -4%, ATXN2 expr inh inconclusive and HepG2 tox 1%.
Cc1cc2c(cc1C)NC1(C[C@H]3CCC(=O)N4CC[C@@H](C1)[C@@H]34)C(=NC(C)(C)CC(C)(C)C)N2 (some centres undefined) was read as MCF10A rereplic -13%, EPAC2 antagonist -16%, ATXN viability inactive, Nrf2 inh -24%, TGFb SMAD3 inh 2%&1%, Nrf2 ARE act 0.9%, A549 viability -16%, ATXN2 expr inh 14% and HepG2 tox 2%&1%.
`FC(F)(F)c1cccc(Sc2nc(-c3ccccc3)nnc2C(F)(F)F)c1` gave MCF10A rereplic 7.3µM*, EPAC2 antagonist -4%, ATXN viability 28µM*, TGFb SMAD3 inh -37%, Nrf2 ARE act 1.9%, A549 viability -3%, ATXN2 expr inh inconclusive and HepG2 tox 0%.
For O=C(/C=C/c1ccccc1)NC1CC2CCC1C2 (centres undefined) the results were MCF10A rereplic -2%&8%, EPAC2 antagonist -1%, ATXN viability inactive, Nrf2 inh inconclusive, TGFb SMAD3 inh -1%, Nrf2 ARE act 2.5%[9.22 µM], A549 viability 6%, ATXN2 expr inh 48%[activator] and HepG2 tox -1%.
For COc1ccc(S(=O)(=O)Nc2ccc3c(c2)C(=O)N([C@H](C)CO)C[C@H](C)[C@@H](CN(C)S(C)(=O)=O)O3)cc1 the results were MCF10A rereplic 7%, EPAC2 antagonist 1%, ATXN viability inactive, Nrf2 inh 0%, TGFb SMAD3 inh -2%, Nrf2 ARE act 0.0%, A549 viability 1%, ATXN2 expr inh 5% and HepG2 tox -4%.
CC1=C/C(=N\OS(=O)(=O)c2ccccc2)C(C(C)C)=CC1=O was read as MCF10A rereplic 4.1µM*, EPAC2 antagonist 1%, Nrf2 inh 2%, TGFb SMAD3 inh inconclusive, Nrf2 ARE act 11%, A549 viability 1%, ATXN2 expr inh inconclusive and HepG2 tox -97%.
Cc1sc2nc(-c3ccccc3F)oc(=O)c2c1C was read as EPAC2 antagonist 8%, ATXN viability inconclusive, TGFb SMAD3 inh 11%, Nrf2 ARE act 6.5% and HepG2 tox -1%.
`COC(=O)CSc1nnc(-c2ccc(S(=O)(=O)N3CCCC3)cc2)o1` gave MCF10A rereplic -3%, EPAC2 antagonist 3%, ATXN viability inactive, Nrf2 inh 14%, TGFb SMAD3 inh 1%, Nrf2 ARE act 0.0%, A549 viability 0%, ATXN2 expr inh 4% and HepG2 tox 12%.
For CC(O)[C@H](NC(=O)C1CCN(C(=O)[C@H](Cc2ccccc2)NC(=O)OC(C)(C)C)CC1)C(=O)O (some centres undefined) the results were MCF10A rereplic -2%, EPAC2 antagonist -13%, ATXN viability inactive, Nrf2 inh 18%, TGFb SMAD3 inh -8%, Nrf2 ARE act -0.4%, A549 viability -2%, ATXN2 expr inh -9% and HepG2 tox 3%.
For FC(F)(F)c1ccccc1NC1=NCCC1 the results were MCF10A rereplic 3%, EPAC2 antagonist 5%, ATXN viability inactive, Nrf2 inh -3%, TGFb SMAD3 inh -3%, Nrf2 ARE act -0.6%, A549 viability 0%, ATXN2 expr inh 26% and HepG2 tox 5%.
`Cc1noc(/C=C/c2ccccc2F)c1S(=O)(=O)N1CCC(C(=O)N2CCN(C)CC2)CC1` gave MCF10A rereplic 24%, EPAC2 antagonist -10%, ATXN viability inactive, Nrf2 inh 4%, TGFb SMAD3 inh -29%, Nrf2 ARE act inconclusive, A549 viability 1%, ATXN2 expr inh 0% and HepG2 tox -24%.
`Cc1cc(C(=O)CSc2nnc(N)s2)c(C)n1Cc1ccco1` gave MCF10A rereplic 1%, EPAC2 antagonist 0%, ATXN viability inactive, Nrf2 inh inconclusive, TGFb SMAD3 inh -20%, Nrf2 ARE act 3.3%, A549 viability 1%, ATXN2 expr inh 29% and HepG2 tox -11%.
For CC(NC(=O)CN1C(=O)NC(Cc2ccccc2)(Cc2ccccc2)C1=O)C12CC3CC(CC(C3)C1)C2 (centres undefined) the results were MCF10A rereplic inconclusive, EPAC2 antagonist -15%, ATXN viability inconclusive, Nrf2 inh 26µM*, TGFb SMAD3 inh -6%, Nrf2 ARE act -0.6%, A549 viability inconclusive, ATXN2 expr inh inconclusive and HepG2 tox -61%.
`Cc1nc(NC(=O)C2CC2)sc1C(=O)N(C)C` gave MCF10A rereplic 2%, EPAC2 antagonist 5%, Nrf2 inh 2%, TGFb SMAD3 inh 1%, Nrf2 ARE act -0.6%, A549 viability -1% and HepG2 tox -3%.
Screening COc1cccc(C=Nc2cc(C)on2)c1O returned MCF10A rereplic -1%, EPAC2 antagonist -1%, ATXN viability inactive, Nrf2 inh 15%, TGFb SMAD3 inh 7%, Nrf2 ARE act -0.3%, A549 viability 0%, ATXN2 expr inh 11% and HepG2 tox -24%.
O=C(Nc1nnc(SCc2ccc(F)cc2)s1)c1cnccn1 was read as MCF10A rereplic -4%, EPAC2 antagonist 13%, ATXN viability inconclusive, Nrf2 inh 15%, TGFb SMAD3 inh -1%, Nrf2 ARE act 0.3%, A549 viability 0%, ATXN2 expr inh -33% and HepG2 tox 0%.
`O=C(NCCCN1CCN(c2ccc(F)cc2)CC1)c1cccc(N2CCCC2=O)c1` gave MCF10A rereplic 13%, EPAC2 antagonist -11%, ATXN viability inactive, Nrf2 inh -8%, TGFb SMAD3 inh -5%, Nrf2 ARE act -0.2%, A549 viability 4%, ATXN2 expr inh -12% and HepG2 tox -15%.
CC1(NC(=O)Nc2ccccc2)CCS(=O)(=O)C1 (centres undefined) was read as MCF10A rereplic 2%, EPAC2 antagonist 11%, ATXN viability inactive, Nrf2 inh 7%, TGFb SMAD3 inh 10%, Nrf2 ARE act 0.2%, A549 viability -1%, ATXN2 expr inh -6% and HepG2 tox 14%.
For C=C1c2ccccc2O[C@H](C(=O)OCC)[C@H]1OC the results were MCF10A rereplic -14%, EPAC2 antagonist -4%, ATXN viability inactive, Nrf2 inh -7%, TGFb SMAD3 inh -27%, Nrf2 ARE act 0.3%, A549 viability 11%, ATXN2 expr inh 1% and HepG2 tox 0%.
CCc1ccc(-n2nc(CO)c(C(=O)NCc3ccccc3OC)n2)cc1 was read as Nrf2 inh inconclusive, TGFb SMAD3 inh 0%, Nrf2 ARE act -1.0%, A549 viability -1% and HepG2 tox 2%.
`CN1CCN(C2CN(Cc3ccc([N+](=O)[O-])cc3)S(=O)(=O)C2)CC1` (centres undefined) gave EPAC2 antagonist 10%, ATXN viability inactive, TGFb SMAD3 inh 0%, Nrf2 ARE act 0.1%, ATXN2 expr inh -2% and HepG2 tox -17%.

A portion of the library; rates above refer to the full screens.
